RmlC RmlD mix: inhibitors of RmlC and RmlD coupled enzymes; RmlC/RmlD coupled enzyme inhibition, 384-well mixture HTS; inhibition, % at 5.5 µM; actives 0.39% (n = 110,000); AID 1532; in the data active = inhibition above about 30%, passing the limit was not always enough; inconclusive = no clear call, values can overlap the other calls; note: strong numbers were not always called active
HIV RNase H inh: blocks HIV-1 RNase H cleavage of RNA/DNA duplex | inhibition, % at 10 µM | actives 1.9% (n = 65,000) | AID 565 | P04585 | RT-RNase H RNA/DNA duplex cleavage, fluorescence; in the data active = inhibition above about 50%
* = called active by the depositor; i = inactive; u = inconclusive; x = not tested or not shown.

SMILES	RmlC RmlD mix	HIV RNase H inh
CCCCCC(=O)N1CC2(CC(c3cccc(NC(=O)[C@@H]4CCC(=O)N4)c3)=NO2)C[C@@H]1C(N)=O (some centres undefined)	-4	x
Cn1c(=O)c2c(nc(N3CCOCC3)n2CCSc2nc3ccccc3s2)n(C)c1=O	x	-4
CC(C)CN(CC(C)C)C(=O)C12CCC(C)(C(=O)O1)C2(C)C (centres undefined)	-5	x
c1cncc(-c2noc(CC3CCCCC3)n2)c1	5	x
CCOC(=O)N1C2=NC(C(=O)OC)=C(C(=O)OC)[C@@H]3N(Cc4ccccc4)c4ccccc4[C@]23C[C@H]1C(=O)OC	4	x
Cc1ccc(NC(=O)CS(=O)CC(=O)N(C2CCCC2)C(C)C(=O)NC2CCCCC2)cc1 (centres undefined)	-10	-2
CCC(=O)NC1(C(F)(F)F)C(=O)NC(C)=C1C#N (centres undefined)	4	3
CC1CCC(n2c(=S)[nH]c3ccccc3c2=O)CC1 (centres undefined)	9	4
COc1ccc(C)cc1S(=O)(=O)N(CC(=O)Nc1ccc2c(c1)OCCO2)Cc1ccccc1	2	x
Cc1ccc(CO/N=C/C2=C(Cl)c3ccccc3CC2)cc1	-4	x
Cc1nn(C)c(C)c1CN(C)C(=O)CCCC(=O)O	-16	x
CSc1cc(C)nc(NC(C)=O)n1	1	-4
CCOC(=O)C1=C(C)N=c2s/c(=C3\C(=O)Nc4ccccc43)c(=O)n2C1c1ccc2c(c1)OCO2 (centres undefined)	6	86*
Cc1ccc(-c2nc3cccnc3o2)cc1NC(=O)COc1ccc(C(C)(C)C)cc1	3	x
Cc1ccnc2nc(C(=O)OCC(=O)Nc3ccc4c(c3)OC(F)(F)O4)nn12	4	x
O=C(CCCOc1ccc(Cl)cc1)Nc1nncs1	-11	-7
COC(=O)C1=C(C)N(C2CCCCC2)C(=O)C1	7	x
CCOC(=O)Cc1c(C)[nH]c(=S)[nH]c1=O	3	x
CCC1=C(OC(=O)N(CC)CC)N2C(=O)OC(=NCC3CC3)[C@]2(Cc2ccccc2)[C@H]2C1=CC[C@H]1C(=O)NC(=O)[C@H]12	-7	x
CS(=O)(=O)N1CCC(C(=O)Nc2ccc(Oc3ccccc3)cc2)CC1	8	2
Nc1nc(CN2CCN(c3ccccc3F)CC2)nc(Nc2ccc3c(c2)OCCO3)n1	-14	x
COc1ccc(NC(=O)CN2CCCN(S(=O)(=O)c3ccc(F)cc3)CC2)cc1	-4	x
CCCCn1cnc2c(c1=O)c1nc3ccccc3nc1n2Cc1ccc2c(c1)OCO2	x	5
CCCOc1ccc(N2C(=O)CC(NCCc3ccc(S(N)(=O)=O)cc3)C2=O)cc1 (centres undefined)	1	x
COc1ccc(C(=O)NCS(=O)(=O)c2ccc(C)cc2)cc1	106	x

Continued; the last two above are carried over.
SMILES	RmlC RmlD mix	HIV RNase H inh
CCCOc1ccc(N2C(=O)CC(NCCc3ccc(S(N)(=O)=O)cc3)C2=O)cc1 (centres undefined)	1	x
COc1ccc(C(=O)NCS(=O)(=O)c2ccc(C)cc2)cc1	106	x
COc1cc2c(cc1OC)C1=C(C#N)CN(C3CCCCC3)CN1CC2	-7	-1
COc1ccc(S(=O)(=O)Nc2nc3ccccc3s2)cc1	-8	x
C=CCNCCOCCOc1ccc(C)cc1[N+](=O)[O-]	6	x
CCOC(=O)CN(C(=O)CSc1nnc(CNc2ccc(F)cc2)n1C)c1ccccc1	6	x
Cc1nn(C(C)C(=O)Nc2ccc(Cl)cn2)c(C)c1[N+](=O)[O-] (centres undefined)	-6	x
COc1ccc(C)cc1S(=O)(=O)Nc1ccccc1C	-7	-42
CCOc1cccc(CNCCNC(=O)c2nonc2N)c1	12	x
O=C1c2ccc(Oc3ccc4c(c3)C(=O)N(CCCCO)C4=O)cc2C(=O)N1CCCCO	-7	-6
CCOc1ccc(-n2cnnn2)cc1S(=O)(=O)N1CCCCC1	-12	-14
O=C(O)CSCC(=O)NCc1ccccc1	-9	-10
CCCNC(=O)c1ccc(Cl)c(Cl)c1	-1	x
CC(C)(C)c1ccc(-c2nc(C#N)c(NCc3cccnc3)o2)cc1	-12	x
COc1ccc(Cl)cc1C(=O)CSc1nc(N)cc(N)n1	8	-30
Cc1nc(N2CCN(C(=O)c3ccco3)CC2)c2oc3ccccc3c2n1	-8	-32
CC(C)[C@H](NS(=O)(=O)c1ccccc1)C(=O)OCn1nnc2ccccc2c1=O	-8	x
CCOc1ccc(N(CC(=O)Nc2ccc(C)cc2)S(=O)(=O)c2c(C)noc2C)cc1	i	22
COc1ccc(-c2[nH]nc3c2C(c2ccccc2OC(=O)N2CCOCC2)C(C#N)=C(N)O3)cc1 (centres undefined)	5	-9
Cc1ccn2cc(CNC(=O)c3cccs3)nc2c1	9	x
O=C(CSc1nncc2ccccc12)N1CCOCC1	18	-6
Cc1cc(C)cc(NC(=O)CSc2nnc(Cc3cccn3C)n2-c2ccc(F)cc2)c1	-66	-14
c1cc(-c2nc3cc(Cc4ccc5oc(-c6ccncc6)nc5c4)ccc3o2)ccn1	x	2
CN(C)c1ccc(/C=C(/NC(=O)c2ccccc2)C(=O)N/N=C/c2ccc([N+](=O)[O-])c(O)c2)cc1	-14	x
COC(=O)C1=C(c2cc3ccccc3s2)C[C@@H]2CC[C@H]1N2C(=O)N1CCC(C)CC1	13	x
COC(=O)c1onc(-c2ccccc2)c1C(=O)OC	11	x
COC(=O)c1ccc(C(=O)OC)c(NC(=O)Nc2ccc3c(c2)OCO3)c1	3	-4

A second format for 20 compounds above:
| mol | RmlC RmlD mix | HIV RNase H inh |
| --- | --- | --- |
| COc1ccc(C)cc1S(=O)(=O)Nc1ccccc1C | -7 | -42 |
| CCOc1cccc(CNCCNC(=O)c2nonc2N)c1 | 12 | x |
| O=C1c2ccc(Oc3ccc4c(c3)C(=O)N(CCCCO)C4=O)cc2C(=O)N1CCCCO | -7 | -6 |
| CCOc1ccc(-n2cnnn2)cc1S(=O)(=O)N1CCCCC1 | -12 | -14 |
| O=C(O)CSCC(=O)NCc1ccccc1 | -9 | -10 |
| CCCNC(=O)c1ccc(Cl)c(Cl)c1 | -1 | x |
| CC(C)(C)c1ccc(-c2nc(C#N)c(NCc3cccnc3)o2)cc1 | -12 | x |
| COc1ccc(Cl)cc1C(=O)CSc1nc(N)cc(N)n1 | 8 | -30 |
| Cc1nc(N2CCN(C(=O)c3ccco3)CC2)c2oc3ccccc3c2n1 | -8 | -32 |
| CC(C)[C@H](NS(=O)(=O)c1ccccc1)C(=O)OCn1nnc2ccccc2c1=O | -8 | x |
| CCOc1ccc(N(CC(=O)Nc2ccc(C)cc2)S(=O)(=O)c2c(C)noc2C)cc1 | i | 22 |
| COc1ccc(-c2[nH]nc3c2C(c2ccccc2OC(=O)N2CCOCC2)C(C#N)=C(N)O3)cc1 (centres undefined) | 5 | -9 |
| Cc1ccn2cc(CNC(=O)c3cccs3)nc2c1 | 9 | x |
| O=C(CSc1nncc2ccccc12)N1CCOCC1 | 18 | -6 |
| Cc1cc(C)cc(NC(=O)CSc2nnc(Cc3cccn3C)n2-c2ccc(F)cc2)c1 | -66 | -14 |
| c1cc(-c2nc3cc(Cc4ccc5oc(-c6ccncc6)nc5c4)ccc3o2)ccn1 | x | 2 |
| CN(C)c1ccc(/C=C(/NC(=O)c2ccccc2)C(=O)N/N=C/c2ccc([N+](=O)[O-])c(O)c2)cc1 | -14 | x |
| COC(=O)C1=C(c2cc3ccccc3s2)C[C@@H]2CC[C@H]1N2C(=O)N1CCC(C)CC1 | 13 | x |
| COC(=O)c1onc(-c2ccccc2)c1C(=O)OC | 11 | x |
| COC(=O)c1ccc(C(=O)OC)c(NC(=O)Nc2ccc3c(c2)OCO3)c1 | 3 | -4 |

Later entries.
SMILES	RmlC RmlD mix	HIV RNase H inh
CN1CCN(C(=O)C2CC(c3c(F)cccc3Cl)=NO2)CC1 (centres undefined)	-13	-10
Cc1ccc(NC(=O)/C(=C/c2cccc([N+](=O)[O-])c2)NC(=O)C2CCCCC2)cc1	-12	x
O=C(c1cc(-c2ccncc2)nc2ccccc12)N1CCN(c2ccc(N3CCOCC3)nn2)CC1	x	-13
COc1cccc(NC(=O)CN(c2cccc(C(F)(F)F)c2)S(C)(=O)=O)c1	-1	6
Cc1ccnc(N2CCN(c3cc(C)c(C#N)c4nc5ccccc5n34)CC2)c1	-8	6
O=C1C2C3CCCC3=C3CCCC3C2C(=O)N1c1ccccc1 (centres undefined)	-4	11
COc1ccc(C(=O)OCC(=O)c2ccc(C3CCCCC3)cc2)cc1	-145	x
Nc1nc(-c2ccc(Cl)cc2)nn1C(=O)c1cccnc1	-9	-5
Cc1ccc2c(c1)NC(=O)C(CC(=O)O)O2 (centres undefined)	10	0
CC(C)Cc1nnc(NC(=O)CSc2ccccn2)s1	1	x
S=C(Nc1ccccc1Cl)Nc1ccc(Cl)cc1Cl	10	x
FC(F)(F)c1cc(CCN2C(=S)NC[C@@H]2c2ccccc2)cc(C(F)(F)F)c1	-31	x
CC1=C(C(=O)NC(C)c2ccc3c(c2)OCCO3)C2(CCC(C)CC2)OC1=O (centres undefined)	8	-3
O=C(c1ccco1)N1CCN(C(c2ccccc2Cl)c2nnnn2Cc2ccco2)CC1 (centres undefined)	x	-18
CC(=O)N1CCC2(CC1)CC(=O)c1cc(OCC(=O)NCc3ccc(C)cc3)ccc1O2	10	-2
Cc1cc(NCCN2CCCCC2)n2c(nc3ccccc32)c1C#N	x	-1
O=c1cc(-c2cccc(F)c2)[nH]c2ccccc12	-17	x
CCCOc1ccc(-c2nnn(CC(=O)c3c[nH]c4ccccc34)n2)cc1	-8	x
CCn1cnc2sc(C(=O)N(Cc3ccc(N(C)C)cc3)Cc3ccco3)c(C)c2c1=O	1	-14
Cn1c(=O)c2c(-c3ccccc3)n(-c3ccccc3O)cc2n(C)c1=O	2	-16
O=C(CCN1C(=O)C2C3C=CC(C3)C2C1=O)Nc1ccc2c(c1)OCO2 (centres undefined)	-12	-8
Cc1c(N(C)C(=O)c2ccc3c(c2)OCO3)c(=O)n(-c2ccccc2)n1C	-7	x
N#Cc1cc(-c2ccccc2)oc1NC(=O)c1ccco1	11	-5
CCCSc1nc(C)cc(C)c1C(N)=O	1	x
COc1ccc(CC(=O)Nc2cc(C)on2)cc1	-28	12
(cont.)
SMILES	RmlC RmlD mix	HIV RNase H inh
COc1ccc(C(=O)CCN2CCCCCC2)cc1	-3	1
O=C(COc1ccc2ccccc2c1)NC1CC1	-5	x
CCOc1ccc(S(=O)(=O)N2CCN(Cc3ccccc3)CC2)c2cccnc12	-10	-27
Cc1cc(C)n(CC2CC(=O)N(c3ccc(F)c(Cl)c3)C2=O)n1 (centres undefined)	7	-4
Cn1c(CCC(=O)Nc2ccc(N3CCOCC3)cc2)nc(=O)c2ccccc21	12	3
COc1cc(NC2c3ccccc3C(=O)N2c2ccc(C)cn2)cc(OC)c1OC (centres undefined)	-8	-4
CCOC(=O)c1c(NS(=O)(=O)c2cccc(OC)c2)sc2c1CCC2	-11	9
Cc1cc(Cl)c(S(=O)(=O)Nc2ccc(Cl)cn2)cc1OCC(N)=O	-11	x
Cn1cc(S(=O)(=O)Nc2ccc(F)cc2F)c(=O)n(C)c1=O	-6	-14
CCOC(=O)N1CCC(NC(=O)c2cc(C)c3c(C)nn(-c4ccccc4)c3n2)CC1	-12	15
CC(C)NCC(O)COc1c(F)cc(Br)cc1F (centres undefined)	3	-18
c1ccc2c(c1)CC1(CCCCC1)n1nnnc1-2	4	x
O=C(NC12CC3CC(CC(C3)C1)C2)C1=COCCO1	x	-26
COc1cc2c(cc1OC)C13CCN4CC5=CCOC6CC(=O)N2C1C6C5CC43 (centres undefined) (tested in a mixture with another compound)	-17	x
COC(=O)c1ccccc1NC(=S)NC(=O)c1ccccc1	-35	x
CCCn1c(=NC(=O)c2ccncc2)c(C#N)cc2c(=O)n3cccc(C)c3nc21	x	-10
CCOC(=O)CCNCC1COc2ccccc2O1 (centres undefined)	-4	-9
COc1ccccc1CC1(C)NC(=O)N(CC(=O)N2CCc3ccccc3C2)C1=O (centres undefined)	3	-30
CCn1cc(S(=O)(=O)CC(=O)Nc2ccc(C)cc2)c2ccccc21	8	1
CN1CC[C@@]2(C)c3cc(O)ccc3N(C)C2O1 (some centres undefined)	-13	x
O=C1N=C(N2CCN(c3cccc4ccccc34)CC2)S/C1=C/c1cccs1	9	x
Cc1ccc(Cl)cc1N1CCN(CC(=O)Nc2ccc(CN3CCCCC3)cc2)CC1	7	x
Cc1nn(Cc2cccc(C(=O)Nc3ccn(Cc4ccccc4F)n3)c2)c(C)c1[N+](=O)[O-]	u	x

Assay outcomes as filed in PubChem BioAssay.

A portion of the library, so the mix of outcomes need not match the whole.
